# Ecoli viability: E. coli V3065 growth inhibition, primary screen, counter-screen for AddAB inhibitor project, absorbance, OD600 | inhibition, % at 11.9 µM | AID 449728, 2010 | 18 h | 0.27% of 330,000 active;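 active = inhibition above the campaign's mean inhibition across all tested compounds plus 3 SD, cut at about 9.9% in these data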;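 also: uninfected addAB+ strain grown without phage in ampicillin broth; 0% = DMSO wells and 100% = ciprofloxacin 0.95 µg/ml wells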
# PKA-R1A act: activators of PKA-R1A holoenzyme, primary screen, biochemical, fluorescence polarization, Cy5-IP20, bovine R1A, mouse PKAc; cAMP-dependent protein kinase type I-alpha regulatory subunit (Bos taurus) + …; PKA-R1A dissociation; scaled: DMSO 0%, 113 µM cGMP 100%; activation, % at 11.4 µM; 0.083% of 340,000 active;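 active = percent activation above the mean of all tested compounds plus 3 SD, cut at about 19% in these data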;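 also: higher means more PKAc released from R1A so a rise in polarization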
# DAGLB inh: DAGLB lipase inhibitors, primary screen, biochemical, fluorescence, HTS; Diacylglycerol lipase-beta (Homo sapiens), Q8NCG7; inhibition, % at 5.17 µM; 0.059% of 340,000 active; AID 504411, 2011; HEK293T DAGLB membrane lysate, EnzChek fluorogenic substrate; in the data active = inhibition above about 34%;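 also: 0% = enzyme with vehicle and 100% = wells lacking enzyme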
# CDK5 p35 inh: inhibitors of human CDK5/p35 kinase, primary screen, biochemical, single concentration | Recombinant CDK5/p35, ADP-Glo luminescence, 60 min | inhibition, % at 10 µM | 0.01% of 330,000 active;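 active = highest replicate inhibition of at least 50% and at least 75% of replicates reaching 50%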;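 also: plate controls were DMSO neutral control for no effect and GW8510 at 10 µM for full effect; many of its hits are not listed in these tables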
# Target sequence (Q00535 whole entry, looked up): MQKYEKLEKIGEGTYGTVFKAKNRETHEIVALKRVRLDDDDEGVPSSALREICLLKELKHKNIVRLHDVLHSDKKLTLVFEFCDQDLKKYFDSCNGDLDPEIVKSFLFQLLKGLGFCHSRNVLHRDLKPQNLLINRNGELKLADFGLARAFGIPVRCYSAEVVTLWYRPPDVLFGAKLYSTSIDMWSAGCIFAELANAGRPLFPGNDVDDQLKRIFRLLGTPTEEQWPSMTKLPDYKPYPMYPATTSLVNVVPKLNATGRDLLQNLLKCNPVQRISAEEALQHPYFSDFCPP
# Target sequence (Q15078 whole entry, looked up): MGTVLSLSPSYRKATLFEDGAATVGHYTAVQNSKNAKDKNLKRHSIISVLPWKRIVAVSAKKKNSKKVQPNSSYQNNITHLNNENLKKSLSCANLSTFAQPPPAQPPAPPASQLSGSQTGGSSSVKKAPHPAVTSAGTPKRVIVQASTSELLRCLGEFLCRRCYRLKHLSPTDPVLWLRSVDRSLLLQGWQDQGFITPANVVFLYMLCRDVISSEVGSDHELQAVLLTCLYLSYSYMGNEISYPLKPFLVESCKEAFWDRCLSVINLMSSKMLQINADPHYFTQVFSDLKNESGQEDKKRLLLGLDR
# Tat transport: E. coli Tat export inhibitors, primary screen, MC4100, TorA-mCherry reporter, fluorescence, single point; inhibition, % at 10 µM; 0.036% of 340,000 active;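 active = mean replicate inhibition at least 50% and at least half of replicates individually reaching 50%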;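 also: exported cargo escapes ClpAP degradation while cytoplasmic cargo is degraded and loses fluorescence; 0% = median of neutral control wells and 100% = median of NaSCN control wells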
# AddAB inh: growth inhibition of E. coli expressing H. pylori AddAB, primary screen, AddAB inhibitor project, absorbance. 0.29% of 330,000 active. inhibition, % at 11.9 µM. AID 435030, 2010; in the data active = inhibition above about 12%;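 also: 0% = vehicle wells of infected cells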
# PKA-R2B activ: activators of PKA-R2B holoenzyme, primary screen, biochemical, fluorescence polarization, Cy5-IP20, human; cAMP-dependent protein kinase catalytic subunit beta (Homo sapiens) + cAMP-dependent …; PKA-R2B holoenzyme dissociation; R2B truncated from residue 108, S112A mutant; 0% DMSO only, 100% 113 µM cGMP; activation, % at 11.4 µM; 0.079% of 340,000 active;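 active = activation above a cutoff set at the mean over all compounds plus 3 SD, cut at about 18% in these data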;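 also: higher means more holoenzyme dissociation and a rise in polarization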
# phage Ecoli inh: growth loss of phage-infected E. coli, primary screen, RecBCD inhibitor project, absorbance, with phage, HTS | inhibition, % at 11.9 µM | 0.26% of 360,000 active; in the data active = inhibition above about 11%
# SUMO Mot1 rescue: yeast Mot1-301 growth rescue at high temperature, primary screen, SUMOylation pathway inhibitor project, S. cerevisiae, ATP luminescence, 38.5C | 1% of 320,000 active | AID 2716, 2010 | S. cerevisiae Mot1-301 growth rescue; percent above DMSO median, 100 means doubled | growth rescue, % at 18.8 µM;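 active = every valid replicate shows activation above 250% relative to neutral control wells; inactive = the rest, any valid replicate at or below 250%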;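 also: OY570 slx delta 5 strain wells were the positive control but not used for scaling; some compounds called inactive have numbers as strong as hits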
# HTR5A ag: HTR5A agonists in luminescence cell assay, primary screen, counter-screen for OPRM1-OPRD1 heterodimer agonist project, full-deck HTS. cell-based. 0.61% of 340,000 active. activation, % at 9.3 µM. 5-hydroxytryptamine receptor 5A (Homo sapiens), P47898. AID 504692, 2011; in the data active = activation mostly above about 9.5%, no sharp cut-off; inactive = mostly below about 7.6%;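 also: 0% = cells with vehicle only and 100% = reference agonist; strong numbers were not always called active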
# Target sequence (P47898 whole entry, looked up): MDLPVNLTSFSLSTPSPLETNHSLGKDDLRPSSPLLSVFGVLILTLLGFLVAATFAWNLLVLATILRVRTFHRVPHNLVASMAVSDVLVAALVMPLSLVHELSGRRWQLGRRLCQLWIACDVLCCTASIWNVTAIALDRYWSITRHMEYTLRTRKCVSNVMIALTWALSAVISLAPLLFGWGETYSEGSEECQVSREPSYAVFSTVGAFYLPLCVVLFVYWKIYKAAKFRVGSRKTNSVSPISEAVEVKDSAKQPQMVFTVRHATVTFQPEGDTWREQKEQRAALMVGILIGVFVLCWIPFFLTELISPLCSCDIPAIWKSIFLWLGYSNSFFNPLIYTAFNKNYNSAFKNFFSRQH
# HTR5A inv ag: HTR5A inverse agonists in luminescence cell assay, primary screen, counter-screen for OPRM1-OPRD1 heterodimer inverse agonist project, full-deck HTS; 0.083% of 340,000 active; HTR5A cell line, inverse agonism; AID 504634, 2011; inhibition, % at 9.3 µM; in the data active = inhibition mostly above about 23%, no sharp cut-off; inactive = mostly below about 18%;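 also: 0% = cells with DMSO and 100% = no-cell wells with DMSO; some compounds called inactive have numbers as strong as hits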
# * hit, by the source's call; . = not tested or not shown.
SMILES,Ecoli viability,PKA-R1A act,DAGLB inh,CDK5 p35 inh,Tat transport,AddAB inh,PKA-R2B activ,phage Ecoli inh,SUMO Mot1 rescue,HTR5A ag,HTR5A inv ag
COc1ccc2c(c1)CCC1=C2NC(=S)NC1c1ccc(N(C)C)cc1 (stereo unspecified),2.4,5,2,2.3,2,0.0,-5,4.6,-3,4,-11
O=C(NCc1ccccn1)c1cccc(S(=O)(=O)N2CCc3ccccc32)c1,0.9,-5,3,-5.2,24,-0.7,-5,2.1,4,4,-15
CCCCN1CC(COCc2ccccc2)Oc2cccc(Oc3ccc(OC)cc3)c2S1(=O)=O (stereo unspecified),.,-12,-18,0.9,-8,.,8,-1.2,.,3,-12
COCCN(C(=O)c1csnn1)C(C(=O)NC1CCCCC1)c1ccccc1 (stereo unspecified),3.3,5,2,-2.0,-11,1.0,0,-0.9,441*,2,-5
COc1cccc(/C=N/NC(=O)CCc2c(C)n[nH]c2C)c1,2.2,4,-2,-0.9,5,3.6,-12,2.6,-24,6,-18
COc1ccc(C(CNC(=O)c2ccco2)N2CCOCC2)cc1 (stereo unspecified),1.8,0,1,1.2,-3,3.4,-2,1.3,-14,4,-10
COc1ccc([N+](=O)[O-])cc1NC(=O)COC(=O)Cn1cnc2ccccc2c1=O,1.9,-9,0,-1.3,10,4.2,-1,0.8,-14,9,-23
COC(=O)c1cc(OC)c(OC)cc1NC(=O)CSCc1c(C)noc1C,-0.7,3,-3,-1.4,-9,0.7,-12,3.6,30,7,8
Cc1ccc(-n2ncc(C(=O)N3CCN(C(=O)c4ccco4)CC3)c2-n2cccc2)cc1,-1.4,-8,-2,-1.6,-2,-0.6,-10,2.1,2,5,-35
Cc1ccc(NC(=O)c2ccc([N+](=O)[O-])cc2)cc1S(=O)(=O)N(C)C,1.8,-5,-2,0.6,-18,0.5,0,3.2,-7,4,-11
Cc1ccc(C(=O)Nc2ccccc2)cc1S(=O)(=O)Nc1ccc(Cl)cn1,-2.0,-4,3,-0.1,4,2.9,6,2.3,0,4,-10
O=C(c1ccccc1)c1cnc2ccc(Cl)cc2c1N1CCOCC1,-2.2,2,-1,1.1,-8,0.9,7,2.3,2,1,-3
Cc1ccnc(N2CCC(C(=O)Nc3cccc(C(F)(F)F)c3)CC2)n1,0.5,-9,-5,-1.1,0,2.3,0,3.9,-4,3,-11
O=C(OCC(=O)N1CCN(C(=O)c2ccco2)CC1)c1cc(-c2ccccc2)nc2ccccc12,-0.4,-2,-2,-2.8,10,0.3,-8,0.7,-12,5,-32
COc1cc(CN2CCN(CCCc3ccccc3)C(CCO)C2)cc(OC)c1O (stereo unspecified),-1.6,3,2,0.1,-4,-0.9,8,0.6,-2,1,-2
CCc1cccc(NC(=O)C2CCCN(S(=O)(=O)c3cccs3)C2)c1 (stereo unspecified),0.1,-8,-2,-0.1,1,3.3,9,1.8,-20,-5,0
c1ccc(Cc2nn3c(Cn4nnc5ccccc54)nnc3s2)cc1,0.5,1,-3,-5.7,-3,1.0,-4,3.4,7,-3,7
CS(=O)(=O)c1ccc(C(=O)NNC(=O)c2cccs2)cc1,-0.3,1,-2,-0.7,-1,1.3,2,0.6,5,3,-6
O=C(C1=C(O)C(=O)N(c2nccs2)C1c1ccccc1)c1cc2ccccc2o1 (stereo unspecified),0.2,-9,-8,-0.9,-10,2.1,0,-3.2,-6,-10,-31
Cc1nn(C)c(C)c1S(=O)(=O)N(CC(=O)NC1CCCCCC1)c1ccc(C(C)C)cc1,2.1,3,-3,-0.7,-8,-2.1,-1,2.1,-2,-1,3
Cc1cnc(C(=O)OCC(=O)Nc2ccc(OCc3ccccc3)cc2)cn1,-2.1,-14,1,-2.3,4,2.0,-4,2.0,6,5,-25
COc1cccc(Cn2cccc(NC(=O)NCc3ccccc3)c2=O)c1,1.4,-4,1,-0.8,-8,0.5,-12,2.6,2,-2,6
CCn1ncc(S(=O)(=O)Nc2cc(Cl)ccc2C)c1C,2.4,4,0,0.1,-3,0.8,-5,0.3,-31,-6,16
O=C(Nc1cccc(S(=O)(=O)C(F)F)c1)c1ccc(Cl)c(S(=O)(=O)N2CCOCC2)c1,-2.0,-5,1,-1.3,-5,0.3,-1,0.2,15,2,-5
COc1ccc(Cc2c(Cl)ncnc2Cl)cc1,0.7,-2,-9,-0.5,7,3.4,-2,4.2,-19,3,-8
CCc1c(C)nc2cc(-c3cc(OC)cc(OC)c3)nn2c1N1CCN(CCN2CCOCC2)CC1,-5.4,-14,-2,-0.2,4,-1.2,-7,-1.0,17,-3,-8
CCOC(=O)c1nnc(-c2ccccc2)nc1NCc1ccccc1,-2.7,-8,-6,0.6,-8,0.3,0,1.9,.,5,-17
CCCCN(Cc1cc2cc(OC)ccc2[nH]c1=O)C(=O)COc1ccccc1,-1.2,-6,-4,-0.4,-10,5.7,-6,2.3,6,2,-4
CC(=O)c1ccc(NC(=O)CSc2nnc(NC(=O)c3ccco3)s2)cc1,-2.1,6,2,-0.3,-19,5.6,9,.,-11,2,-7
Cc1ccc(C2=NN(C(=O)CCl)C(c3ccco3)C2)o1 (stereo unspecified),.,3,1,0.2,-5,.,3,1.2,.,3,9
O=C(CN1CCN(S(=O)(=O)c2cccc(F)c2)CC1)Nc1ccnn1C1CCCC1,0.6,-1,2,-2.5,2,1.6,1,2.0,95,-7,16
COc1ccc(CN2CCC(C(=O)Nc3ccc(Oc4ccccc4)nc3)CC2)cc1F,-3.1,-2,0,-2.2,-6,0.9,0,-1.4,-2,4,-9
CCn1c2ccccc2c2cc(NC(=O)CSc3nnc(-c4ccccc4OC)n3N)ccc21,-1.8,2,4,-0.3,-2,0.3,5,3.0,-10,4,-3
CC1(C)C(C#N)=C(N)Oc2c1c(=O)oc1ccccc21,-2.8,-9,1,1.2,0,3.2,-9,-0.5,.,1,-7
COc1ccccc1COc1ccc2c(C)c(CC(=O)O)c(=O)oc2c1C,1.0,2,1,-0.9,-1,2.1,0,0.2,158,5,-18
CC1(C)CC2CC(C)(CN2C(=O)COC(=O)c2cncc(Br)c2)C1 (stereo unspecified),-0.5,8,-4,-0.7,4,0.4,-2,0.5,66,3,8
Cc1cccc(/C=C/c2onc(C)c2S(=O)(=O)N2CCC(C(=O)N3CCC(C)CC3)CC2)c1,-0.8,-3,-10,0.3,11,0.4,-6,4.4,172,-2,-2
CCN(CC)CCn1c2c(c(SCC(=O)Nc3nc4ccc(C)cc4s3)nc1=O)CCC2,-3.6,10,-1,-2.1,-2,-3.4,0,-0.1,-7,-2,-15
Cc1cccc(C(=O)OCC(=O)N2CC(C)CC(C)C2)c1C (stereo unspecified),3.0,6,-1,-2.1,-9,0.3,-7,1.8,5,1,-5
COc1ccc(NC(=O)COc2ccc(C(=O)c3ccc(F)cc3)cc2)cc1S(N)(=O)=O,-1.4,0,1,1.5,-5,-0.4,3,0.1,183,-6,-20
COc1cc(CNC(=O)c2ccc3oc(C(C)C)nc3c2)cc(OC)c1,9.3,-10,-7,-0.4,-25,14*,-5,11,17,4,4
COc1ccc(-c2oc(NC(=O)CSc3ncn[nH]3)c(C#N)c2-c2ccc(OC)cc2)cc1,0.2,2,1,0.3,12,-2.5,-3,.,-3,2,-20
Cc1cc(C)n(CCC(=O)Nc2ccc(-c3ccno3)cc2)n1,-0.2,-6,-4,-1.5,-6,2.1,-14,0.9,38,5,0
O=C1NC(=S)S/C1=C/c1ccc(OC(=O)c2ccco2)cc1,-2.5,-4,16,0.4,-2,4.9,2,-2.6,4,-4,10
Cc1ccc(CC(=O)Nc2ccccc2N2CCOCC2)cc1C,-1.2,-8,-4,-0.4,2,2.8,-10,-2.5,379,2,-6
Cc1ccc(NC(=O)NCCN2CCCCC2)cc1Cl,1.1,9,-1,0.2,-2,-0.2,-3,-1.0,1,8,-15
CC(CN1CCCC1)C(=O)NN (stereo unspecified),2.3,0,2,1.6,-4,2.8,10,3.3,11,5,-11
CC1(C)CC(=O)C2=C(C1)Nc1nc(SCCN3CCOCC3)[nH]c(=O)c1C2c1cccs1 (stereo unspecified),-2.2,-8,1,-2.9,-3,0.1,6,3.6,0,2,-11
CCC(=O)NCCc1nc2cc(NC(=O)c3ccc(Cl)cc3)ccc2n1C,.,-6,0,1.4,-12,.,-7,1.8,-14,4,-16
Cc1cccc(OCC(=O)NC2CCCc3ccccc32)c1C (stereo unspecified),0.9,-21,-4,0.9,7,3.1,-4,2.2,-4,2,10
Cc1cc2c(nn1)CCc1c-2no[n+]1[O-],2.8,-5,3,1.9,0,6.6,6,0.7,3,0,-22
CCOC(=O)c1sc2ncn(CC(=O)Nc3cc(C)on3)c(=O)c2c1C,-0.5,-3,0,0.8,-13,0.8,3,1.5,.,-2,-4
COc1cc(/C=N/NC(=O)C(=O)N2CCCCCC2)ccc1O,0.9,7,0,0.3,-2,2.3,3,0.6,-17,0,2
O=C(NCCc1c[nH]c2ccccc12)C(=O)NCC(c1ccco1)N1CCN(c2ccccc2)CC1 (stereo unspecified),1.4,1,1,-1.0,-3,0.7,-1,4.2,109,8,-10
OC1(CC#CCN2CCCCC2)c2ccccc2-c2ccccc21,1.8,4,-3,1.6,14,0.8,-4,1.9,8,4,-11
O=C(Nc1ccc(OC(F)F)c(Cl)c1)Nc1ccc2c(c1)OCO2,3.8,-5,-3,2.2,4,4.8,0,7.8,-22,-3,3
CS(=O)(=O)N(CC(=O)Nc1ccccc1Sc1ccccc1)c1ccc(F)cc1,-0.4,-6,-2,0.3,-6,1.9,-1,2.7,-13,11,-32
CC(C)c1ccc(C2CC(=O)N3CN(C)CSC3=C2C#N)cc1 (stereo unspecified),-0.3,-4,1,-0.9,-13,0.5,7,.,7,6,-32
COc1ccc2[nH]c3c(c2c1)CCN1C(=O)C(CC(=O)NCc2ccc(OC)c(OC)c2)C[C@H](C(=O)N2CCCCC2)[C@@]31CCc1ccccc1 (stereo partly specified),0.9,5,2,1.7,-18,0.2,-9,1.9,.,-1,5
Cc1cc(NS(=O)(=O)c2ccc(NC(=S)NC(=O)c3ccccc3)cc2)no1,1.8,-7,1,0.4,-3,3.9,-2,3.9,30,-3,32

# Source: PubChem BioAssay
